NPC1 prom act – activators of NPC1 promoter | Huh7 NPC1 promoter luciferase reporter, 24 h | Potency, µM (top dose mostly 9.22 µM), for the others: at the top dose activation, hits mostly activators | 320,000 tested, 2.4% active | AID 485313;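 also: potency is read from the fitted curve at half-maximal effect; % of control where 0% means no effect; nearly all actives have a fitted effect of over 60% in size; reporter is driven by a mutant NPC1 promoter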
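Stable NPC1-promoter luciferase Huh7 line; cpd (DMSO) 24 h, 37 °C, 5% CO2; Amplite luciferase reagent 10 min RT; luminescence readout. qHTS format.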
PKM2 act – PKM2 (human) enzyme activation; P14618; purified PKM2, Kinase-Glo ATP luminescence, activation; response scale: 0% is enzyme alone, no compound; Potency, µM (doses to about 57.5 µM), inactives show top-dose activation, most hits filed as activators; 260,000 tested, 0.34% active; AID 1631; also: potency is read from the fitted curve at half-maximal effect; % is scaled to controls: 0 for no effect and ±100 for the full control effect; nearly all actives have a fitted effect of over 55% in size
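Kinase-Glo luminescence reports ATP generated from ADP (0.1 mM) and PEP (0.5 mM) by purified hPK-M2 after 1 h at room temperature, pH 7.2 imidazole buffer; intermediate enzyme activity allows detecting inhibitors and activators.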
RORgamma inh – blocks mouse ROR gamma transcriptional activity; Drosophila S2 Gal4-RORgamma UAS-luciferase reporter, 20 h; Potency, µM (top dose mostly 53.6 µM), for inactives: at the highest dose activity change, negative = inhibition, hits mostly inhibitors; 310,000 tested, 5.4% active; AID 2551; also: potency is read from the fitted curve at half-maximal effect; % is scaled to controls: 0 for no effect and ±100 for the full control effect; nearly all actives have a fitted effect of over 60% in size
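Drosophila S2 cells stably expressing Gal4-DBD/mouse RORγ fusion under metallothionein promoter plus UAS-luciferase; compound 1 h, then 700 uM CuSO4 induction for 20 h at ambient temperature; inhibition read as reduced luminescence.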
Gal4-VP16 FLuc – inhibits Gal4-VP16 luciferase reporter, ROR gamma counter-screen | Drosophila S2 Gal4-VP16 UAS-luciferase, luminescence, 20 h | Potency, µM (series often up to 53.6 µM), inactives show at the top dose activity, negative = inhibition, usual class: inhibitors | 310,000 tested, 3.5% active | AID 2546;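 also: Gal4-VP16 expression switched on by copper sulfate through the metallothionein promoter; potency is read from the fitted curve at half-maximal effect; % is scaled to controls: 0 for no effect and ±100 for the full control effect; nearly all actives have a fitted effect of over 50% in size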
Menin-MLL TR inh – menin-MLL binding inhibition, Texas Red mutant peptide. O00255. Menin + Texas Red MLL mutant peptide, fluorescence polarization. Potency, µM (top dose mostly 61.6 µM), without a hit: top-dose FP activity change, negative = inhibition, actives largely listed as inhibitors. 270,000 tested, 0.23% active; active = well fitted inhibition curve with a large enough effect in the polarisation, with a control signal flat, not every such curve was filed as active; inconclusive = small, poorly fitted or top-dose-only effect, or effect the other way, or a change in a side signal; inactive = no such curve, though single readings can be large or run the other way; the % refers to the polarisation; also: potency is read from the fitted curve at half-maximal effect; % of control where 0% means no effect; many of its hits are not listed in these tables
FLuc modulator – inhibits or activates purified firefly luciferase, miR-21 counter-screen; AID 588342; P08659; Potency, µM (series often up to 57.5 µM), for the others: at the top dose activity change, negative = inhibition, actives largely listed as inhibitors; purified FLuc, Km substrates, luminescence inhibition; 360,000 tested, 6.9% active;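 also: potency is read from the fitted curve at half-maximal effect; plate controls were vehicle for no effect and reference inhibitor for full effect; nearly all actives have a fitted effect of over 55% in size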
Target sequence (P08659 whole entry, looked up): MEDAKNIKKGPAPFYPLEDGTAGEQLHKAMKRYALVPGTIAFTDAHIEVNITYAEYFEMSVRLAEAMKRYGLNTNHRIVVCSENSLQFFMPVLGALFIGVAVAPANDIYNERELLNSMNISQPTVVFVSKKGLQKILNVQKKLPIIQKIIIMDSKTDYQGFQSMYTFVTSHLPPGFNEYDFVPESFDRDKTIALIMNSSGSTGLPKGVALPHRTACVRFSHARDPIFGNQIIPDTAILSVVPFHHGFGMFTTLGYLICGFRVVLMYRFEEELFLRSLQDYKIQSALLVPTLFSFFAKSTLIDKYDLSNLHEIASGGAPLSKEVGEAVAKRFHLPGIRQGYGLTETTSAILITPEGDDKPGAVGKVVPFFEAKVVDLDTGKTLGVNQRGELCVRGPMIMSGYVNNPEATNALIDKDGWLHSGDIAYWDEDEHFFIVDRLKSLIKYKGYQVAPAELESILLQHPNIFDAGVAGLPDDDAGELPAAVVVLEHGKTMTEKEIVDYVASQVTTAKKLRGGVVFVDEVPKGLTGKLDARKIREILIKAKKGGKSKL
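Purified P. pyralis luciferase (10nM final) with 10uM D-luciferin and 10uM ATP (Km levels) in 50mM Tris acetate pH 7.5, 10mM Mg acetate, 0.01% Tween-20, 0.05% BSA; qHTS 6-point titration, ~60 µM downward; luminescence read.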
Rab9 prom act – activates the Rab9 promoter. Potency, µM (top dose mostly 9.22 µM), without a hit: at the highest dose activation, negative = inhibition, most hits filed as activators. 320,000 tested, 2.8% active. Huh7 Rab9 promoter-luciferase reporter, luminescence, 24 h; also: potency is read from the fitted curve at half-maximal effect; % of control where 0% means no effect; nearly all actives have a fitted effect of over 60% in size
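Luminescence read-out: Huh7 cells stably expressing Rab9-luciferase, treated 24 h with compound at 37 °C, then lysed with luciferase reagent for 10 min at ambient before reading.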
KCNH2 3.1 block – KCNH2 3.1 (human) potassium channel inhibition; 340,000 tested, 0.95% active; AID 720553; U2OS KCNH2 3.1, thallium flux FluxOr; hits give low values; activity change, % (tested at about 1.8 µM);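 active = maximum activity change below -70%; inconclusive = maximum activity change from -70% to -50%; inactive = maximum activity change above -50%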;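 also: thallium influx rate constant from kinetic fluorescence after stimulation buffer; % is scaled to controls: 0 for no effect and ±100 for the full control effect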
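Virally transduced U2OS (3.1 isoform, 4 h infection in dark at RT) → overnight 37 C → FluxOr + Red40 in HBSS/HEPES, 45 min → stimulation buffer, 2 min kinetic read → rate constant vs DMSO controls.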
Mito fusion act – inhibitors of mitochondrial division or activators of mitochondrial fusion | S. cerevisiae fusion-defective mutant growth rescue, CellTiterGlo 48 h | Potency, µM (series often up to 46.1 µM), inactives show at the top dose growth rescue (activation), usual class: activators | 320,000 tested, 0.23% active | AID 485298;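 also: potency is read from the fitted curve at half-maximal effect; % of control where 0% means no effect; nearly all actives have a fitted effect of over 45% in size; temperature-sensitive fusion mutants such as fzo1-1 at 37 °C on non-fermentable ethanol glycerol medium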
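Read-out: ATP-based luminescence (CellTiterGlo, 10 min ambient) reporting growth of fusion-defective ts yeast after 48 hours at 37C on glycerol/ethanol YPEG medium in the presence of compound.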
ELG1 DNA repair – inhibitors of ELG1-dependent DNA repair in HEK293T cells; HEK293T ELG1-luciferase reporter, luminescence, 16 h; DNA damage induced by 5-fluorouridine; Potency, µM (highest dose often 46.1 µM), inactives show at the top dose activity change, negative = inhibition, usual class: inhibitors; 330,000 tested, 2.3% active; also: potency is read from the fitted curve at half-maximal effect; % is scaled to controls: 0 for no effect and ±100 for the full control effect; nearly all actives have a fitted effect of over 55% in size
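Quantitative HTS, concentration-response format. 2,000 cells/well co-treated with 5-fluorouridine and compound, 16 hr in 5% CO2 at 37 °C; ONE-Glo luminescence read after 30 min.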
MBNL1 CUG block – MBNL1-poly(CUG) RNA binding inhibition; Q9NR56; TR-FRET MBNL1-His/biotin-(CUG)12 binding, 665/545 ratio; Potency, µM (highest dose often 57.5 µM), for the others: at the top dose activity change, negative = inhibition, hits mostly inhibitors; 280,000 tested, 0.036% active; AID 2675; active = well fitted inhibition curve with a large enough effect in the signal ratio, with a control signal flat, not every such curve was filed as active; inconclusive = small, poorly fitted or top-dose-only effect, or effect the other way, or a change in a side signal; inactive = no such curve, though single readings can be large or run the other way; the % refers to the signal ratio; also: potency is read from the fitted curve at half-maximal effect; % is scaled to controls: 0 for no effect and ±100 for the full control effect
Target sequence (Q9NR56 whole entry, looked up): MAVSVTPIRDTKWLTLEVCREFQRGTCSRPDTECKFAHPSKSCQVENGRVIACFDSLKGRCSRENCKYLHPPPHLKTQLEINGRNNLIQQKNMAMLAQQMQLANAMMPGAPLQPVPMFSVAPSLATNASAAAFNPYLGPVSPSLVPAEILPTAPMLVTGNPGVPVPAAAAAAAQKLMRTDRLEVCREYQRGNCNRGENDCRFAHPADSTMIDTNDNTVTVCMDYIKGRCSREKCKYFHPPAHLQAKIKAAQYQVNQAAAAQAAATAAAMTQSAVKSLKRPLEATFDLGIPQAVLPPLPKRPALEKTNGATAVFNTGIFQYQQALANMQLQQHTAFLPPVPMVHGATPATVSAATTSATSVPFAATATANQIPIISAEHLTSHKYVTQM
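TR-FRET between His-tagged MBNL1 and biotin-(CUG)12 RNA, detected with Tb anti-His antibody (0.055 ng/ul) and streptavidin-XL665 (5 nM), 60 min at room temperature. Compounds titrated 92 nM to 58 uM; 665/545 nm ratio normalized to buffer and complex controls.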
* hit, by the source's call; u = inconclusive; x = no result given; [ ] = another dose, or the depositor's remark. Unless noted, calls follow the shape of the dose curve; as a rule, active = well fitted curve in the direction sought with a large enough effect; inconclusive = small, poorly fitted or top-dose-only effect, or another doubt; inactive = no such curve, though single readings can be large; an effect the other way counts as inactive or inconclusive. Only part of the results is shown; count on the stated rates, not on these rows.

SMILES | NPC1 prom act | PKM2 act | RORgamma inh | Gal4-VP16 FLuc | Menin-MLL TR inh | FLuc modulator | Rab9 prom act | KCNH2 3.1 block | Mito fusion act | ELG1 DNA repair | MBNL1 CUG block
COc1nc(N2CCOCC2)nc(C)c1[N+](=O)[O-] | -6% | -4% | 10% | 3% | 5% | -1% | -3% | 16 | 1% | -4% | x
Cc1noc(C)c1S(=O)(=O)N1CCC(C(=O)c2ccccc2)CC1 | -4% | -11% | 23% | 0% | x | -1% | -6% | 7 | 2% | 6% | x
O=C(Nc1nccs1)c1cccc(NC(=O)C2CC2)c1 | -1% | 0% | 36% | 4% | 19% | -6% | -3% | -1 | 1% | 0% | 3%
O=C(NC(=S)N1CCc2ccccc21)C1CCC1 | -3% | -3% | 2.8µM* | u | 7% | 2% | -11% | -5 | -3% | 15% | 3%
Cc1cc(NS(=O)(=O)c2ccc(NC(=O)C(C(C)C)N3C(=O)c4ccccc4C3=O)cc2)nc(C)n1 (stereo unspecified) | 3% | -1% | 3% | -10% | 19% | -3% | 0% | 14 | -2% | 23% | 7%
Cc1ccc2cc(CCNC(=O)CCCc3ccccc3)c(=O)[nH]c2c1 | 1% | x | 4% | 5% | x | -1% | -3% | -1 | 1% | -3% | -2%
N#C/C(=C\c1ccc(O)c(O)c1)C(=O)NCc1ccccc1 | -7%[46.1 µM] | x | -24% | -17% | -3% | u | -31%[inhibitor][46.1 µM] | 27 | u | 1% | x
O=C(CCn1c(=O)c2cccn2c2ccc(F)cc21)NCc1cccc(F)c1 | 0% | x | 44% | 3% | x | 3% | 0% | 1 | 1% | -20% | 2%
CN(C(=O)c1ccccc1)C1c2c(ccc3ccccc23)OCC1CO (stereo unspecified) | -2% | x | -33% | 1% | -26% | -6% | -10% | -7 | -6% | -1% | -2%
CC(=O)NC(CC(=O)NNC(=O)c1cc2ccccc2cc1O)c1ccccc1 (stereo unspecified) | 1% | -24% | 14% | -5% | x | 0% | 0% | -1 | 4% | 7% | 0%
COc1ccc(NC(=O)CCS(=O)(=O)c2ccc3c(c2)NC(=O)C(C)S3)cc1OC (stereo unspecified) | -1% | -5% | 3% | -5% | 15% | 3% | -5% | -4 | 0% | 18% | -5%
CC1(C)CC(NCc2ccncc2)CC(C)(C)N1 | -4% | -32% | -9% | 0% | 8% | 3% | -3% | 1 | 1% | 2% | -12%
CC1CCC(=O)N(CCC#N)CC1 (stereo unspecified) | 3% | -1% | 2% | 12% | 1% | 3% | -3% | 9 | -1% | u | -1%
CCOc1ccc(NS(=O)(=O)c2cc(C(=O)NCCCN3CCOCC3)ccc2C)cc1 | 1% | x | x | x | x | 1% | 0% | 4 | -2% | 10% | x
Cc1cccc(C)c1OCCOC(=O)c1n[nH]c2ccccc12 | -2% | -7% | -28% | u | 3% | -5% | -27% | -6 | -4% | -10% | 14%
CCN(CCCNC(=O)CN(C)S(=O)(=O)c1cccc2nsnc12)c1cccc(C)c1 | 1% | -6% | 32% | 0% | -9% | -1% | 3% | -3 | 2% | u | u
CCN(C(=O)c1cn(CC)c(=O)c2cc(OC)c(OC)cc12)c1ccccc1C | -2% | -1% | 21% | 8% | -5% | -1% | 4% | 10 | 6% | u | -3%
O=[N+]([O-])c1cc(S(=O)(=O)N2CCCC2)ccc1NN=C1CCCC1 | 0% | -8% | -2% | 4% | 12% | -3% | -5% | -11 | 3% | -5% | u
CCn1c(SCC(=O)Nc2nc(-c3ccc(C)cc3)cs2)nnc1-c1ccccc1 | 0% | -5% | 31% | 17% | 4% | 24µM* | -24% | -43 | -1% | 26µM* | -5%
COC(=O)C1=C(C)N(C)C(C)=C(C(=O)OC)C1c1ccsc1 | 1% | -5% | u | -3% | -3% | -2% | -7% | -9 | 7% | u | 0%
CC(C(Sc1ccccc1N)c1ccccc1)[N+](=O)[O-] (stereo unspecified) | -14% | -2% | u | u | x | 9.5µM* | -3% | -35 | -3% | u | -6%
CC(C)(C)OC(=O)NCCCC[C@H](NC(=O)[C@H](Cc1c[nH]c2ccccc12)NC(=O)OCc1ccccc1)C(=O)O | -2% | x | -8% | -1% | 7% | -12% | 4% | 5 | 1% | 4% | -2%
Cc1ccc(NCN2C(=O)C3C4CCC(C4)C3C2=O)cc1 (stereo unspecified) | 0% | -4% | -1% | 14% | -3% | 3% | -4% | x | 1% | -2% | -5%
O=c1c2c3nc4ccccc4nc3n(-c3cccc(F)c3)c2ncn1Cc1ccc2c(c1)OCO2 | 25% | 2% | 10% | -3% | -7% | 5% | -2% | x | 7% | 0% | 18%
Cc1ccccc1C(=O)Nc1ccnn1C1CCN(C(=O)c2cnsn2)CC1 | -4% | x | 1% | -2% | 2% | -2% | 1% | 5 | -10% | u | 2%
COc1ccccc1CN1CC(C(=O)N2CCCCO2)CCC1=O (stereo unspecified) | 26% | x | 29% | -22% | x | u | u | 20 | -3% | u | 0%
CCOC(=O)C1=C(C)Nc2sc(C(=O)c3ccc(C)cc3)c(N)c2C1c1ccc(C(=O)OC)cc1 (stereo unspecified) | -10% | 1% | -5% | -11% | -11% | 4% | -6% | -6 | 14% | u | 13%
Cc1cccnc1NC(=O)c1ccccc1-c1ccccc1C(=O)Nc1ncccc1C | 8% | -18% | -1% | 2% | 16% | 0% | -1% | x | 0% | 18% | u
COc1ccc(OC)c(C2CC(=O)N3CN(c4ccccc4)CSC3=C2C#N)c1 (stereo unspecified) | 1% | -28% | 11µM* | 13% | 2% | u | -4% | 4 | 3% | 15% | 24%
O=C(CCNC(=O)C1CCN(S(=O)(=O)c2ccc(F)cc2)CC1)NCc1ccc(Cl)cc1 | -2% | x | 19% | -9% | x | 4% | -2% | -113* | -3% | u | -4%
COc1ccc(NC(=O)c2ccc(CN3CCN(c4ccccc4)CC3)cc2)cc1OC | -4% | -4% | -3%[0.365 µM] | x | 3% | 3% | -12% | -3 | 0% | u | -12%
CCN(CC)CCCNC(=O)c1cn(CCOC)c(=O)c2c1c1ccccc1n2C | 2% | -6% | 18% | 6% | -11% | 1% | 3% | 3 | 0% | 15% | 1%
CC(=O)OC1CC2(C)C(=O)CCC2C2CCc3cc(O)ccc3C12 (stereo unspecified) | 0% | -2% | -15% | 9% | 1% | 0% | 4% | -14 | 1% | -18% | 8%
Cn1c(-c2ccc(Br)cc2)cnc1NCc1ccc(C#N)cc1 | -3% | -3% | -5% | -5% | -11% | 1% | -7% | -36 | -8% | -6% | -3%
COCCn1cnc2c1c(=O)n(CC(=O)O)c(=O)n2Cc1ccccc1 | -1% | x | -13% | 9% | -4% | 0% | 2% | 0 | 9% | 2% | -14%
CCCCOc1ccc(C(=O)NCc2ccccn2)cc1 | 3% | 5% | u | -2% | 5% | -15% | 17% | 7 | -8% | u | 0%

Single records, from the list above.
Profile of CCOC(=O)C1=C(C)Nc2sc(C(=O)c3ccc(C)cc3)c(N)c2C1c1ccc(C(=O)OC)cc1 (stereo unspecified) : NPC1 prom act: -10%; PKM2 act: 1%; RORgamma inh: -5%; Gal4-VP16 FLuc: -11%; Menin-MLL TR inh: -11%; FLuc modulator: 4%; Rab9 prom act: -6%; KCNH2 3.1 block: -6; Mito fusion act: 14%; ELG1 DNA repair: u; MBNL1 CUG block: 13%
Profile of COc1ccccc1CN1CC(C(=O)N2CCCCO2)CCC1=O (stereo unspecified) : NPC1 prom act: 26%; PKM2 act: x; RORgamma inh: 29%; Gal4-VP16 FLuc: -22%; Menin-MLL TR inh: x; FLuc modulator: u; Rab9 prom act: u; KCNH2 3.1 block: 20; Mito fusion act: -3%; ELG1 DNA repair: u; MBNL1 CUG block: 0%

From PubChem BioAssay
